# PG9 Ab binder = PG9 antibody binding by small molecule | TR-FRET gp120-PG9 antibody binding | hit rate 0.43% among 360,000 | AID 624416 | inhibition, % at 6.7 µM; in the data active = inhibition above about 8.5%
# ABHD4 inh = inhibitors of mouse ABHD4; Q8VD66; purified mABHD4, FP-Rh probe fluorescence polarization; inhibition, % at 8.92 µM; hit rate 0.54% among 370,000; AID 720543;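 active = inhibition exceeding the mean over every tested compound plus 3 SD, cut at about 30% in these data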;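 also: 0% = plate median of compound wells and 100% = S159A mutant with DMSO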
# Target sequence (Q8VD66 whole entry, looked up): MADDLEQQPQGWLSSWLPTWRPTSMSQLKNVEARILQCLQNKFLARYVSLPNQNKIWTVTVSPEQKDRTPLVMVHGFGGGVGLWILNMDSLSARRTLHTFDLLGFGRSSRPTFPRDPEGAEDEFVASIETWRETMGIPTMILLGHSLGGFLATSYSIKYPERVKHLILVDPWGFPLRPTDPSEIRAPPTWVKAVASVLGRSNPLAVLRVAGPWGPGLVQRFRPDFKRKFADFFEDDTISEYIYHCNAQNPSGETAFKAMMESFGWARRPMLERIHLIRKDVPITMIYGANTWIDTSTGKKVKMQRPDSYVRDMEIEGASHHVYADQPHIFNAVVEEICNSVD
#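 Test system: mouse ABHD4 enzyme, wild type. Reagent: FP-Rh fluorescent activity-based probe, added after compound pre-incubation. Timing: pre-incubation 45 min, probe exposure 60 min, at 25 °C. Technique: FP readout, ex 525 nm / em 598 nm. Benchmarks: high control S159A mutant with DMSO, low control median of compound wells.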
# UHRF1 binding = human UHRF1 methylated DNA binding inhibitors | Q96T88 | UHRF1 binding to methylated oligo, TR-FRET | inhibition, % at 4.4 µM | hit rate 0.75% among 370,000; in the data active = inhibition above about 21%;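 also: UHRF1 SRA domain binding a hemimethylated CpG hairpin DNA probe; 0% = median of test compound wells and 100% = reference inhibitor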
# MBD2 inh = MBD2-methylated oligo binding inhibition | TR-FRET, MBD2 binding to methylated oligonucleotide | hit rate 0.31% among 370,000 | inhibition, % at 4.4 µM | Q9UBB5; in the data active = inhibition above about 13%
# PRMT1 FP inh = PRMT1 (human) inhibition, primary screen | recombinant PRMT1, activity-based probe fluorescence polarization | hit rate 1.3% among 370,000 | AID 652257 | inhibition, % at 2.79 µM;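 active = inhibition above about 21% made by adding two undisclosed values, limit read from the data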
# TCR CD3 inh = inhibitors of human TCR-CD3 interaction; TAMRA-labeled TCR probe fluorescence, biochemical; inhibition, % at 9.4 µM; hit rate 0.37% among 360,000; AID 651800; in the data active = inhibition above about 19%;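 also: recombinant mutant TCR 2C K166C tagged with TAMRA read by polarization; 0% = receptor in buffer alone and 100% = receptor with positive control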
# rCAG binder = r(CAG) repeat RNA binding. TO-PRO-1 dye displacement fluorescence. inhibition, % at 3 µM. hit rate 1.3% among 370,000. AID 651821;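 active = inhibition above the plate cutoff, the mean of all test compounds on that plate plus 3 SD, cut at about 35% in these data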;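 also: 0% = DMSO alone and 100% = 100 µM mitoxantrone as full dye displacement; higher means more dye released from RNA so lower well fluorescence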
# HTRA1 inhibitor = inhibitors of human serine peptidase HTRA1 | Q92743 | recombinant HTRA1, FP-rhodamine activity-based probe, fluorescence polarization | inhibition, % at 5.96 µM | hit rate 0.5% among 340,000 | AID 504803; in the data active = inhibition above about 36%;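 also: 0% = enzyme with DMSO and 100% = wells lacking enzyme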
# Target sequence (Q92743 whole entry, looked up): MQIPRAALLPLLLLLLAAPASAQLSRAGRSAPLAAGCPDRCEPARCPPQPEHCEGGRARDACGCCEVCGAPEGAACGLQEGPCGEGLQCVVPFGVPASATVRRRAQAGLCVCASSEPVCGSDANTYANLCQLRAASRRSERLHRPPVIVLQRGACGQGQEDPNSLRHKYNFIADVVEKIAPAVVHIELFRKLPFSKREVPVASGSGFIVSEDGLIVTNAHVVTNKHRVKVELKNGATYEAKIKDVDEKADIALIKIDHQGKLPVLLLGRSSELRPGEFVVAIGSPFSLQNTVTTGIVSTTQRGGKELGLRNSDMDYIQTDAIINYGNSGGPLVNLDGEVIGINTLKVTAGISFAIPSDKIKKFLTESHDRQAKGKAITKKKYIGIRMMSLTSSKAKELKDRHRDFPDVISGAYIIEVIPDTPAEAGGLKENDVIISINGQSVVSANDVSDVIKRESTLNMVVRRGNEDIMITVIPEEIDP
# Rev-erbA mod = modulators of human Rev-erb alpha DNA binding; hit rate 0.79% among 370,000; activity, % at 10 µM; AID 1259318; Rev-erbα–FITC-DNA binding, fluorescence polarization, 90 min; P20393;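 active = activity above about 14%, limit read from the data; passing the limit was not always enough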;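 also: 0% = DMSO wells with 35 nM protein and 100% = DMSO wells with 750 nM protein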
# LEDGF integ inh = blocks HIV-1 LEDGF/p75-dependent DNA integration; TR-FRET IN-LEDGF/p75 DNA integration, Eu/Cy5; hit rate 0.64% among 370,000; inhibition, % at 3.7 µM;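 active = inhibition above the screen-wide mean plus 3 SD, cut at about 13% in these data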;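 also: signal is the Cy5 over europium emission ratio at 671 and 618 nm; 0% = plate median of compound wells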
# Active calls of the source: *; / = not tested or not shown. Not all compounds are listed. The share of hits here may be higher or lower than overall.
SMILES,PG9 Ab binder,ABHD4 inh,UHRF1 binding,MBD2 inh,PRMT1 FP inh,TCR CD3 inh,rCAG binder,HTRA1 inhibitor,Rev-erbA mod,LEDGF integ inh
Cn1c(NC(=O)c2ccc(S(=O)(=O)N3CCOCC3)cc2)cc(=O)n(C)c1=O,1.9,4,3,0,1,-1,0,-9,2,-2
CC1CCc2sc(C(=O)NN=C3CCC(c4ccccc4)CC3)cc2C1 (configuration not stated),-0.7,2,5,2,3,2,2,-5,-3,-6
CCNC(=O)/C=C/c1ccccc1[N+](=O)[O-],-1.4,-12,3,-2,2,-6,3,0,1,4
O=C(Nc1ccc2c(c1)CN(Cc1ccco1)CC2)C1CCCO1 (configuration not stated),-0.2,3,0,-6,2,9,-1,4,6,4
Cc1ccc(S(=O)(=O)N/N=C\c2ccc([N+](=O)[O-])o2)cc1C,-3.7,3,-2,-1,7,-4,2,-2,5,2
COc1ccccc1C(OC(=O)c1ccco1)C(=O)NC(C)(C)C (configuration not stated),-0.3,0,13,6,-3,-1,-4,-6,-6,-2
O=C(OCc1nc2ccsc2c(=O)[nH]1)c1ccco1,1.1,0,3,7,0,0,0,4,-2,4
CCOc1ccccc1NC(=O)Cn1c(C)cc(COC)c(C#N)c1=O,-0.2,-4,0,5,-2,9,-3,-9,-6,1
COc1ccc(C(=O)NC2CCN(S(=O)(=O)Cc3ccccc3)CC2)c(OC)c1,-0.3,2,2,-1,0,2,0,-1,-5,1
CC(=O)N(Cc1ccc(F)cc1)c1cccc(C)c1C,-1.7,3,-1,0,0,8,-9,-33,5,2
S=c1nc2c(n[nH]1)c1ccccc1n2CCc1ccccc1,0.5,7,-4,0,12,-2,7,3,2,-1
Cc1ccc(-c2cc(-c3ccc(C)o3)nc(N)c2C#N)cc1,1.0,0,-5,-7,58*,2,17,8,2,-1
COc1cc(NC(=O)COC(=O)c2n[nH]c3ccccc23)c(C)cc1[N+](=O)[O-],-1.1,-14,0,-6,-6,4,15,-5,-3,4
Cc1cc(OCCN2CCOCC2)nc2ccccc12,-1.1,4,-1,-3,2,0,-8,3,-4,-1
CSc1nnc(C)c(=O)n1COC(=O)c1ccccc1,1.2,5,-1,-2,-2,7,-4,1,1,-1
Cc1cc(C)c(S(=O)(=O)N2C=CC(C(F)(F)F)=NCC2)c(C)c1,-1.8,-6,7,2,-3,0,2,-7,0,2
COc1ccc(/C=N/N2CCN(c3ccccc3OC)CC2)cc1OC,-0.1,1,-1,-2,2,-3,-2,-7,4,0
COc1cc(C(=S)N2CCCC2)ccc1OCc1ccccc1,-2.5,-2,-1,-6,-1,8,-5,-6,-3,-4
O=C(NN1C(=O)/C(=C/C=C/c2ccco2)SC1=S)c1ccccc1O,-2.8,31*,95*,56*,42*,0,94*,40*,-36,81*
Nn1c(SCc2nc3ccccc3[nH]2)nnc1-c1cccnc1,-0.7,-6,5,8,7,-7,2,0,-3,-5
O=C(NC(=O)N1CCOCC1)c1ccccc1,-0.8,7,0,1,1,-5,-2,3,2,-1
O=C(O)c1cccc(Cl)n1,0.5,-3,0,-4,-4,5,-1,3,-2,83*
COc1ccc(OC)c(C(C[N+](=O)[O-])c2c(C)cc3ccccn23)c1 (configuration not stated),-3.0,6,-6,-2,-6,3,10,14,9,2
CSc1sc(C(=O)NN)c2c1C(O)CCC2 (configuration not stated),-0.4,-8,1,-2,1,-3,19,-35,-1,-1
CCCC(=O)Nc1cc(=O)[nH]c2ncnn12,2.2,1,0,1,-2,-9,-2,8,1,-1
O=C(Nc1nc2c(Cl)cccc2s1)c1ccc(Br)o1,35*,-7,3,7,5,4,6,-17,15,4
COCCCNC(=O)C1CCN(c2nc(C)cc(C)n2)CC1,0.0,1,0,3,1,4,0,4,-4,-1
CCC(CC)C(=O)OCC(=O)Nc1ccc(S(=O)(=O)N2CCOCC2)cc1OC,-0.7,-2,0,1,1,2,-4,1,0,-1
Fc1ccc(CSc2nncn2NCc2ccc3c(c2)OCO3)cc1,1.0,-6,0,-5,-2,-5,-8,-10,-2,3
COCCCNC(=O)CN(c1cccc(Cl)c1)S(C)(=O)=O,2.1,-3,4,7,1,-9,-1,-3,-1,2
COCCCNC(=S)N(Cc1ccccc1)Cc1ccc(F)cc1,-0.7,0,0,1,-1,-3,-4,-4,3,-2
Cn1cc(C(=O)N2CCc3ccccc32)cn1,0.7,2,-3,2,-1,-3,3,7,-8,0
Cc1csc(=O)n1CCC(=O)OCC(=O)Nc1ccc(F)c(F)c1F,0.1,-3,-1,1,0,0,-6,2,0,0
Cc1ccc(S(=O)(=O)N(C)CCCC(=O)NCc2ccc3c(c2)OCO3)cc1,-0.7,-21,3,6,7,4,2,-4,-5,-3
O=C1CC(c2ccccc2)Sc2nc3ccccc3n21 (configuration not stated),0.4,0,0,3,1,0,1,7,0,2
CCc1ccc(/C=C2/C(=O)N(CC)C(=S)N2C)s1,-3.0,4,2,0,2,6,-1,-16,-2,1
CCCn1nc(C(=O)Nc2ccc3c(c2)OCO3)c2ccccc2c1=O,2.0,-2,-1,4,1,-4,2,-6,-2,-1
NC(=O)c1ncn([C@@H]2O[C@H](CNCc3ccc(OCC(=O)Nc4nccs4)cc3)[C@@H](O)[C@H]2O)n1,0.5,-3,8,8,4,4,2,1,-5,3
CC1CCC(NC(=O)C2CCN(c3cnccn3)CC2)CC1 (configuration not stated),-1.0,1,-2,1,1,4,-3,0,-5,1
CCCNC(=O)NC(=O)COc1ccc(-c2ccc(C#N)cc2)cc1,2.2,0,0,-3,4,-1,-4,3,-4,-5
Cc1cc(C)cc(OCC(=O)Nc2cnn(CCCC(=O)O)c2)c1,-1.8,0,-2,-1,1,0,-1,6,1,0
CCCc1cc(Nc2c(C)n(C)n(-c3ccccc3)c2=O)n2c(nc3ccccc32)c1C#N,-3.6,-1,-2,-6,0,1,7,5,-1,-1
O=C(O)CN1C(=O)/C(=C\c2ccccc2OCc2ccc(Cl)cc2Cl)SC1=S,-0.5,-26,-2,2,10,2,79*,-86,-3,-2
O=C1CN(N=Cc2ccco2)C(=O)N1,-2.4,9,-2,-3,-6,-1,2,9,-2,2
C/C=C\C=C\C(=O)N1CC2(CC(c3cccc(NC(=O)COc4ccc(Cl)cc4)c3)=NO2)C[C@H]1C(N)=O (some centres not stated),2.3,-44,8,9,63*,0,22,-39,-3,3
CC(=O)c1cccc(NC(=O)COc2ccc(S(=O)(=O)N3CCCCC3)cc2)c1,-0.6,-1,5,4,1,6,-5,0,5,3
O=C(O)CC(C(=O)O)C(=Cc1ccccc1)c1ccccc1 (configuration not stated),-0.1,-9,3,1,-3,-2,0,3,-2,10
CCCS(=O)(=O)NC(=O)C1(C)CCCN(C(=O)c2cccc(C(F)(F)F)c2)C1 (configuration not stated),1.4,3,-1,-5,-5,-9,3,/,2,1
COc1ccc(C2CC(c3cccs3)=NN2S(C)(=O)=O)cc1OC (configuration not stated),0.3,6,1,3,1,-7,-2,0,-5,-3
COc1ccccc1NC(=O)COC(=O)CCn1c(C)csc1=O,-1.9,-5,2,-1,-4,-8,-4,9,-1,3
COCCn1c(=S)[nH]c2cc(C(=O)NCCc3ccc(OC)c(OC)c3)ccc2c1=O,1.4,-4,1,-5,-3,-5,-2,-1,3,2
CCCN(S(=O)(=O)c1ccc(OCC)cc1)S(=O)(=O)c1cccs1,-2.0,-1,0,-2,0,4,2,-25,0,0
Cn1c(=O)c2cc(NC(=O)NCc3ccc(F)cc3)ccc2n1C,-0.5,2,0,4,-2,-5,3,/,-1,-1
O=C(NCCCO)/C(=C\c1cn(-c2ccccc2)nc1-c1cccnc1)NC(=O)c1ccccc1,-0.6,-2,-4,0,1,7,-1,-5,0,1
COc1ccc(NS(=O)(=O)c2c(C(=O)N3CCCCCC3)c(C)n(C)c2C)cc1OC,-1.9,-10,4,1,-2,-8,-1,4,-3,2
CC(=O)NC(NC(=S)Nc1ccc(S(N)(=O)=O)cc1)C(Cl)(Cl)Cl (configuration not stated),-0.6,-6,1,-2,-1,-3,3,9,0,2
CN(C(=O)c1ccc(NC(=O)Cc2cccc([N+](=O)[O-])c2)cc1)C1CCCC1,-1.1,2,-3,-2,0,4,-2,-8,5,-3
Cc1ccc(Cl)cc1NC(=O)CCC(=O)NCc1ccco1,0.8,0,3,-4,-6,-3,-3,-3,-1,3
COc1ccc(C(=O)NC2CCCc3c2cnn3-c2ccccc2F)cc1OC (configuration not stated),-0.1,4,1,-1,-3,1,-6,-3,5,0

# Full records, looked up by structure.
# Results for COc1ccc(NS(=O)(=O)c2c(C(=O)N3CCCCCC3)c(C)n(C)c2C)cc1OC : PG9 Ab binder: -1.9; ABHD4 inh: -10; UHRF1 binding: 4; MBD2 inh: 1; PRMT1 FP inh: -2; TCR CD3 inh: -8; rCAG binder: -1; HTRA1 inhibitor: 4; Rev-erbA mod: -3; LEDGF integ inh: 2
# Results for O=C1CN(N=Cc2ccco2)C(=O)N1 : PG9 Ab binder: -2.4; ABHD4 inh: 9; UHRF1 binding: -2; MBD2 inh: -3; PRMT1 FP inh: -6; TCR CD3 inh: -1; rCAG binder: 2; HTRA1 inhibitor: 9; Rev-erbA mod: -2; LEDGF integ inh: 2
# Results for COc1ccc(C2CC(c3cccs3)=NN2S(C)(=O)=O)cc1OC (configuration not stated) : PG9 Ab binder: 0.3; ABHD4 inh: 6; UHRF1 binding: 1; MBD2 inh: 3; PRMT1 FP inh: 1; TCR CD3 inh: -7; rCAG binder: -2; HTRA1 inhibitor: 0; Rev-erbA mod: -5; LEDGF integ inh: -3

# Rewritten as tab-separated lines: two of the compounds above.
smiles	PG9 Ab binder	ABHD4 inh	UHRF1 binding	MBD2 inh	PRMT1 FP inh	TCR CD3 inh	rCAG binder	HTRA1 inhibitor	Rev-erbA mod	LEDGF integ inh
O=C(Nc1nc2c(Cl)cccc2s1)c1ccc(Br)o1	35*	-7	3	7	5	4	6	-17	15	4
COc1ccccc1NC(=O)COC(=O)CCn1c(C)csc1=O	-1.9	-5	2	-1	-4	-8	-4	9	-1	3
